STAT1 inh: inhibitors of IFN-gamma induced STAT1 signaling; NIH 3T3 STAT1-luciferase reporter, luminescence; inhibition, % at 5.5 µM; actives 0.35% (n = 200,000);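 active = inhibition above a set limit, the mean inhibition across all tested compounds plus 3 SD, cut at about 34% in these data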;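 also: 0% = IFN-gamma with DMSO and 100% = IFN-gamma with 300 µM nifuroxazide; values of inactives mirror those of a sister screen read the other way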
FLuc act counter: firefly luciferase counter-screen for stimulation assays. 200,000 tested, under 10 active. activation factor at 10 µM. AID 1027. P08659. ATPlite luciferase biochemical, luminescence, 10 min; 0 = ATP-free wells, 1 = DMSO control;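 active = luciferase activation factor, scaled between plate controls, of at least 2 with compound at 10 µM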
Target sequence (P08659 whole entry, looked up): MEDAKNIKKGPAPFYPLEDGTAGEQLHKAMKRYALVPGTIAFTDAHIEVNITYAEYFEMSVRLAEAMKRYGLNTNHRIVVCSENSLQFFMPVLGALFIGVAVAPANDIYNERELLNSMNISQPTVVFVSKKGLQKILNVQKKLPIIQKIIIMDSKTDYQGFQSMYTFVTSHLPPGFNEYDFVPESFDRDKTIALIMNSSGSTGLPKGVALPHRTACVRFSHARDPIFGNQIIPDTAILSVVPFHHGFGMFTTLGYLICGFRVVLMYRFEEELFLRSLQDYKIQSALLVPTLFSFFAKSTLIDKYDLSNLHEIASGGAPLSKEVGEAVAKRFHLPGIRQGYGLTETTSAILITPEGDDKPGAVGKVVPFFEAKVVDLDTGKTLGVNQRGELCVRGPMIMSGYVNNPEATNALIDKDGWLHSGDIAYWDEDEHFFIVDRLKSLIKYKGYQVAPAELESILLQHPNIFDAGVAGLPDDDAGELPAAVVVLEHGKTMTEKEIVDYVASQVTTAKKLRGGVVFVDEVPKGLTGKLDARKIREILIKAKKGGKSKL
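Material: luciferase plus luciferin reagent, cell-free. Medium: PBS buffer for ATP. Also added: ATP substrate, dispensed from a 10.24 µM working solution in PBS. Doses: test compounds dosed from 2 mM stocks in 100% DMSO. Incubation: 10 min post-reagent at room temperature. Technique: light output (luminescence). Read-out basis: luminescence gain marking luciferase activators.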
STAT3 act: activators of IL-6 induced STAT3 signaling; U3A cells, IL-6 STAT3-luciferase reporter, luminescence; 100% = signal with IL-6 EC80 alone; activation (% of control), % at 5.6 µM; actives 0.91% (n = 190,000); AID 871;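 active = activation above the screen-wide mean of compound activation plus 3 SD, cut at about 130% in these data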;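 also: 0% = background luminescence of wells with medium and substrate only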
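Test system: STAT3-luciferase reporter U3A cells; Detection: reporter luminescence signal; Times: 1 h compound pre-exposure, 6 h IL-6 stimulation, 37 °C; Benchmarks: IL-6-only high control; Also added: IL-6 stimulus at 33 ng/mL final.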
APP 5'UTR act: APP 5'UTR luciferase reporter activation | SH-SY5Y APP 5'UTR luciferase reporter, luminescence; zero percent = DMSO vehicle wells | actives 1% (n = 190,000) | activation, % at 2 µM;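 active = activation above a set limit, based on mean plus 3 SD of controls, cut at about 140% in these data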; also: values of inactives mirror those of a sister screen read the other way
ROMK mod: modulators of human ROMK potassium channel; B-score at 10 µM; P48048; actives 2% (n = 130,000); Tet-inducible ROMK, thallium flux fluorescence; actives lie on both sides; AID 1918;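 active = signal ratio slope over the read window, or its plate-corrected B-score, at least 3 SD from the plate mean, either direction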;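 also: B-score of the F/F0 ratio slope over 7 to 12 s after thallium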
Target sequence (P48048 whole entry, looked up): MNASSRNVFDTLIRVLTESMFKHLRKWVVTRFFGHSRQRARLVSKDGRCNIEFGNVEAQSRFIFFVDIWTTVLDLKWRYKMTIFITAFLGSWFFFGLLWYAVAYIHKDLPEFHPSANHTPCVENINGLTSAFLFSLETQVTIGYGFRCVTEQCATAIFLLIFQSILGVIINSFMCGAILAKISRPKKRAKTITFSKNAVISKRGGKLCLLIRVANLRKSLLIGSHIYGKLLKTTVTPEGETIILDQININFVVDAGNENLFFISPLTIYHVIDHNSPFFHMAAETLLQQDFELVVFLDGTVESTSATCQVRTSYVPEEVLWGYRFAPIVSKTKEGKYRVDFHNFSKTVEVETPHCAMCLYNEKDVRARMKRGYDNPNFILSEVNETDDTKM
STAT3 inh: inhibitors of IL-6 induced STAT3 signaling. actives 0.89% (n = 190,000). inhibition, % at 5.5 µM. U3A cells, IL-6 STAT3-luciferase reporter, luminescence; host cell line lacks STAT1. AID 862;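 active = inhibition above the mean inhibition across all screened compounds plus 3 SD, cut at about 44% in these data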;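 also: 0% = DMSO only wells and 100% = 100 µM nifuroxazide control wells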
FLuc inh counter: counter-screen for luciferase assay inhibitors: firefly luciferase inhibition; ATPLite firefly luciferase biochemical luminescence, 10 min; inhibition, % at 10 µM; actives 1.5% (n = 200,000); P08659;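 active = inhibition above about 50% when tested at 10 µM, limit read from the data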
APP transl inh: APP translation inhibition | actives 0.82% (n = 190,000) | SH-SY5Y APP 5'UTR-luciferase reporter, luminescence | inhibition, % at 2 µM | AID 1285;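 active = inhibition above a set limit, derived from the sample mean plus 3 SD, cut at about 45% in these data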; also: values of inactives mirror those of a sister screen read the other way
NF-kB expr up: NF-kB expression increase, human neuronal cells; NF-kB reporter expression; active compounds read high; fold change at 12.5 µM; actives 1.6% (n = 190,000); AID 1239; in the data active = fold change above about 3.3
STAT1 activator: STAT1 signaling activation. activation (% of control), % at 5.5 µM. NIH 3T3 STAT1-luciferase reporter, IFN-gamma, luminescence; 100% = IFN-gamma alone, no compound. actives 2.6% (n = 200,000);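 active = activation above the screen-wide mean activation plus 3 SD, cut at about 130% in these data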;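 also: raw ratio to IFN-gamma control signal so 100% means no change and 0% no light; values of inactives mirror those of a sister screen read the other way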
* = called active by the depositor; nt = no result given.

SMILES	STAT1 inh	FLuc act counter	STAT3 act	APP 5'UTR act	ROMK mod	STAT3 inh	FLuc inh counter	APP transl inh	NF-kB expr up	STAT1 activator
CCN(CC)S(=O)(=O)c1ccc(/C=C/C(=O)Nc2ccc(F)cc2F)cc1	5	1	78	42	nt	24	-3	-42	1.3	95
Cc1noc(C)c1COc1ccc(C(=O)OCC(N)=O)cc1	-2	1	105	-3	-1.5	2	-5	3	1.2	101
CC(=O)N1CCN(c2ccc(NC(=O)c3ccc(C)cc3)cc2)CC1	3	1	97	21	nt	7	-2	-21	0.94	97
COc1ccc(N2CCN(C(=O)CCCOc3cc(=O)n(C)c4ccccc34)CC2)cc1	13	1.1	96	-2	nt	7	-6	2	0.82	88
CC(=O)NC(CC(=O)NC12CC3CC(CC(C3)C1)C2)c1ccccc1 (stereo unspecified)	-1	1	99	-4	nt	1	-3	4	1.6	100
CCc1nnc(NC(=O)CSc2nc3c(cc2C#N)CCC3)s1	-21	0.8	81	52	nt	27	21	-52	2.4	119
Oc1cc(Cc2ccccc2)cnc1CN1CCCCC1	2	1	101	8	-0.13	7	2	-8	1.1	98
O=C1CN(C(=O)COc2ccc(Br)cc2)c2ccccc2N1	-1	1	85	6	-1.1	23	0	-6	1.2	99
CC(C)N1CC2(c3ccccc3)CN(C(C)C)CC(c3ccccc3)(C1)C2=O	-3	1.1	97	16	nt	7	-9	-16	1.1	102
CSc1ccc(S(=O)(=O)NCCOc2ccccc2C)cc1	-4	1	105	nt	-0.49	-3	-1	36	1.2	104
Cc1cc(C)c(NC(=O)CSc2ccc(-c3cccnc3)nn2)c(C)c1	-5	1	107	12	1	-3	1	-12	1.1	105
Cc1cccc(NC(=O)N2CCCC2C(=O)Nc2ccccc2)c1 (stereo unspecified)	-5	1.1	100	-13	-0.96	4	-7	13	1.1	103
O=C(Nc1nnc(-c2ccco2)o1)c1cccc(N2C(=O)CCC2=O)c1	-3	0.9	99	-7	0.71	5	5	7	1.5	102
O=C1[C@@H]2[C@H](C(=O)N1n1cnnc1)[C@H]1C=C[C@@H]2C1	-20	1.1	97	-4	-0.094	7	-10	4	1.1	118
CC1CN(c2cc(-c3ccccc3)c3ccccc3n2)CC(C)O1 (stereo unspecified)	1	1	100	-27	0.014	0	-2	27	1.1	96
Cc1cc(C)nc(NC(=O)C(c2ccccc2)c2ccccc2)n1	-1	1.1	101	4	nt	9	-7	-4	1.2	101
OCCNCc1cccc(OCc2ccc(Cl)cc2)c1	-16	1.1	106	2	-0.67	1	-7	-2	0.83	113
Cc1ccc2nc(SCCCCOc3ccccc3)[nH]c2c1	0	1.1	95	-13	nt	17	-7	13	1.5	100
Cc1ccc(OCC(=O)NC(=S)Nc2ccc(Br)cn2)cc1C	0	1.1	107	23	0.63	-6	-5	-23	1	99
CC(=O)Nc1cc(C(C)(C)C)c(O)c(C(C)(C)C)c1	5	1	103	8	-0.93	3	-5	-8	1.1	95
COC(=O)CC(N)c1ccc(OC)c2ccccc12 (stereo unspecified)	7	1	104	2	nt	3	-4	-2	0.97	94
Oc1cc2c(cc1C(c1ccc(Br)cc1)N1CCCC1)OCO2 (stereo unspecified)	0	1	102	-7	-1.4	6	-4	7	0.98	100
N#CCSc1n[nH]c2nc3c(c(=O)n12)C1(CCCC1)Cc1ccccc1-3	-1	1	97	11	nt	8	1	-11	0.95	102
CSc1ncccc1C(=O)OCc1ccc(Br)cc1	-7	1	93	-11	0.51	15	3	10	0.81	105
O=C(NC1CCCCC1)C(c1ccccc1)N(C(=O)c1cccs1)c1ccc2c(c1)OCO2 (stereo unspecified)	1	1.1	108	0	nt	-2	-10	0	1.1	99
Clc1ccc(-n2nnnc2-c2cnc(-c3ccncc3)nc2-c2cccs2)cc1	-12	1	93	22	nt	11	-4	-22	0.67	111
CCOC(=O)CC(NC(=O)c1cccs1)c1ccc(OCC)cc1 (stereo unspecified)	10	1	103	-9	nt	2	-3	9	0.99	91
Cc1ccc(CC(=O)NCc2ccc(F)cc2)cc1	-4	1	109	9	4.4*	0	0	-9	0.65	104
COc1ccc(OCC(=O)N2CCN(c3cccc(Cl)c3)CC2)cc1	-1	1.1	101	24	-2.5	-1	-11	-24	0.81	101
Cc1ccc(C)c(C(=O)CSc2nnnn2-c2cccnc2)c1	-1	1	96	11	nt	5	0	-11	1.4	101
C/C(=N\NC(=O)c1ccco1)c1cc2ccccc2o1	-14	0.8	98	31	0.017	2	22	-31	2	112
C=C(C)C1CC=C(C)/C(=N/NC(=O)COc2ccccc2Cl)C1 (stereo unspecified)	-3	1	96	2	0.8	3	-5	-2	0.75	102
CCCC(=O)N1CCN(c2ccc(NC(=O)c3ccccc3)cc2)CC1	5	1.1	98	13	0.024	5	-6	-13	1.1	95
O=C(CSc1nnc(CNC(=O)c2c(F)cccc2Cl)o1)Nc1ccc2c(c1)OCCO2	-4	0.9	112	18	0.37	-8	8	-18	1	104
Cn1c(C(=O)NCCN2CCCCCC2)cc2c(=O)n(C)c3ccccc3c21	-5	1	102	-10	nt	7	0	10	1	105
CC1SC2(NC1=O)C1CC3CC(C1)CC2C3 (stereo unspecified)	-3	1.1	93	3	0.011	13	-9	-3	1.1	103
Cn1c(CN2CCCC2)c(C#N)c2ccccc21	7	1	101	1	0.41	2	-3	-1	1	94
COc1ccc(Cl)cc1C(=O)N1CCN=C1SC	-8	1.1	102	-11	nt	-3	-8	11	1.2	104
O=c1[nH]c(/C=C\c2cccnc2)c([N+](=O)[O-])c(=O)[nH]1	3	1	100	3	0.43	5	4	-3	nt	96
COC(=O)c1ccc(CSc2nc3ccc(Cl)cc3[nH]2)o1	4	1.1	96	-10	0.54	6	-7	10	1.3	102
N=C1S/C(=C\c2ccco2)C(=O)N1c1nccs1	-29	0.5	104	6	0.56	-3	47	-6	1	124
CC(=O)c1c(C)nc2ccccc2c1N	-1	1	103	4	0.03	-2	0	-4	1.2	97
CC(=O)OC(C(=O)NC1CCCCC1)c1ccc(Cl)cc1 (stereo unspecified)	3	1.1	94	1	1.1	7	-7	-1	1.2	97
CC(C)(C)n1nc2c(c1NC(=O)c1ccco1)CS(=O)C2 (stereo unspecified)	4	1.1	106	1	nt	-4	-5	-1	1.3	96
O=C(Nc1cccc(C(=O)O)c1)/C(=C\c1ccc2c(c1)OCO2)NC(=O)c1ccco1	6	1.1	102	6	0.039	0	-6	-6	0.64	93

A stretch of the results above:
SMILES	STAT1 inh	FLuc act counter	STAT3 act	APP 5'UTR act	ROMK mod	STAT3 inh	FLuc inh counter	APP transl inh	NF-kB expr up	STAT1 activator
CC1SC2(NC1=O)C1CC3CC(C1)CC2C3 (stereo unspecified)	-3	1.1	93	3	0.011	13	-9	-3	1.1	103
Cn1c(CN2CCCC2)c(C#N)c2ccccc21	7	1	101	1	0.41	2	-3	-1	1	94
COc1ccc(Cl)cc1C(=O)N1CCN=C1SC	-8	1.1	102	-11	nt	-3	-8	11	1.2	104
O=c1[nH]c(/C=C\c2cccnc2)c([N+](=O)[O-])c(=O)[nH]1	3	1	100	3	0.43	5	4	-3	nt	96
COC(=O)c1ccc(CSc2nc3ccc(Cl)cc3[nH]2)o1	4	1.1	96	-10	0.54	6	-7	10	1.3	102
N=C1S/C(=C\c2ccco2)C(=O)N1c1nccs1	-29	0.5	104	6	0.56	-3	47	-6	1	124
CC(=O)c1c(C)nc2ccccc2c1N	-1	1	103	4	0.03	-2	0	-4	1.2	97
CC(=O)OC(C(=O)NC1CCCCC1)c1ccc(Cl)cc1 (stereo unspecified)	3	1.1	94	1	1.1	7	-7	-1	1.2	97
CC(C)(C)n1nc2c(c1NC(=O)c1ccco1)CS(=O)C2 (stereo unspecified)	4	1.1	106	1	nt	-4	-5	-1	1.3	96
O=C(Nc1cccc(C(=O)O)c1)/C(=C\c1ccc2c(c1)OCO2)NC(=O)c1ccco1	6	1.1	102	6	0.039	0	-6	-6	0.64	93

(listing goes on)
SMILES	STAT1 inh	FLuc act counter	STAT3 act	APP 5'UTR act	ROMK mod	STAT3 inh	FLuc inh counter	APP transl inh	NF-kB expr up	STAT1 activator
CC1(C)COC2(OC1)C(=O)N(CN1CCOCC1)c1ccccc12	-3	1.1	97	-6	-0.94	5	-8	6	1.2	101
CCCN(CCC)c1nc(N)nc(-c2cc(Cl)ccc2OC)n1	0	1.1	97	11	-0.062	3	-7	-11	0.8	100
Cc1ccc(-n2nnnc2SC(C)C(N)=O)c(C)c1 (stereo unspecified)	-2	1.1	104	7	1	-2	-7	-7	1.1	102
CCN(CC)CCN(C(=O)c1ccc(Br)s1)c1nc2cc3c(cc2s1)OCCO3	-12	1.1	97	10	-0.025	14	-5	-10	1.5	111
CC(C)CN1CCC(C(=O)N2CCN(c3ccccc3F)CC2)CC1	3	1.1	103	-9	0.12	1	-6	9	1.1	97
Cc1cc(-c2nnc(CCC(=O)NC(Cc3ccccc3)c3ccccc3)o2)no1 (stereo unspecified)	-4	1	103	20	0.011	2	-1	-20	1.3	102
CCOC(=O)C1(C(F)(F)F)N=C(c2cccnc2)OC(N2CCOCC2)=N1 (stereo unspecified)	-5	1.1	104	1	nt	6	-9	-2	1.4	105
COc1ccc(CCn2c(=O)[nH]c3cc(C(=O)N4CCN(c5ccccc5)CC4)ccc3c2=O)cc1OC	3	1.1	85	3	nt	22	-5	-3	0.9	95
NC(=O)[C@@H]1CCCCNc2c(F)cc([N+](=O)[O-])cc2C(=O)N[C@@H](CC(=O)O)C(=O)NCC(=O)N1	3	1	101	-8	0.26	-4	-2	8	1.3	97
C/C(=N/NC(=O)c1cccs1)c1cccc(NC(=O)C2CC2)c1	-23	0.9	93	88	0.85	14	11	-88	1.6	121
COc1ccc(CNC(=O)c2ccccc2NS(C)(=O)=O)cc1	13	1	95	-1	0.45	12	-2	1	nt	88
O=C(NC1CC1)c1cccc(Br)c1	2	1.1	95	-6	nt	9	-6	6	1	99
CCc1nnc(NC(=O)C2CCN(S(=O)(=O)c3ccc(C)cc3)CC2)s1	6	1	93	1	-0.35	10	-4	-1	1.2	94
OCCC1CN(Cc2ccc3nsnc3c2)CCN1CCc1ccccc1 (stereo unspecified)	6	1.1	95	-22	-0.11	10	-6	22	0.96	93
Cc1ccc2[nH]c3c(NCc4ccco4)ncnc3c2c1	19	1	54	74	-3.4*	60*	0	-74	1.4	83
COC(=O)c1ccccc1NC(=O)Cn1cc(Br)cn1	1	1	90	-10	nt	16	-3	10	1.3	99

Full records, quoted from the list:
Cc1ccc2nc(SCCCCOc3ccccc3)[nH]c2c1 across the screens: STAT1 inh = 0; FLuc act counter = 1.1; STAT3 act = 95; APP 5'UTR act = -13; ROMK mod = nt; STAT3 inh = 17; FLuc inh counter = -7; APP transl inh = 13; NF-kB expr up = 1.5; STAT1 activator = 100
Cn1c(C(=O)NCCN2CCCCCC2)cc2c(=O)n(C)c3ccccc3c21 across the screens: STAT1 inh = -5; FLuc act counter = 1; STAT3 act = 102; APP 5'UTR act = -10; ROMK mod = nt; STAT3 inh = 7; FLuc inh counter = 0; APP transl inh = 10; NF-kB expr up = 1; STAT1 activator = 105

High-throughput results as filed in PubChem.
